# Screening results as filed in PubChem.
# M5 antag: CHRM5 antagonism in calcium assay; P08912; CHO-hM5 cells, Fluo-8 calcium fluorescence, ACh EC80; inhibition, % at 3 µM; 0.59% of 360,000 active;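 active = inhibition above a per-plate cutoff, the mean of that plate's test compounds plus 3 SD, cut at about 27% in these data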;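 also: 0% = acetylcholine EC80 with DMSO and 100% = DMSO without agonist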
# Target sequence (P08912 whole entry, looked up): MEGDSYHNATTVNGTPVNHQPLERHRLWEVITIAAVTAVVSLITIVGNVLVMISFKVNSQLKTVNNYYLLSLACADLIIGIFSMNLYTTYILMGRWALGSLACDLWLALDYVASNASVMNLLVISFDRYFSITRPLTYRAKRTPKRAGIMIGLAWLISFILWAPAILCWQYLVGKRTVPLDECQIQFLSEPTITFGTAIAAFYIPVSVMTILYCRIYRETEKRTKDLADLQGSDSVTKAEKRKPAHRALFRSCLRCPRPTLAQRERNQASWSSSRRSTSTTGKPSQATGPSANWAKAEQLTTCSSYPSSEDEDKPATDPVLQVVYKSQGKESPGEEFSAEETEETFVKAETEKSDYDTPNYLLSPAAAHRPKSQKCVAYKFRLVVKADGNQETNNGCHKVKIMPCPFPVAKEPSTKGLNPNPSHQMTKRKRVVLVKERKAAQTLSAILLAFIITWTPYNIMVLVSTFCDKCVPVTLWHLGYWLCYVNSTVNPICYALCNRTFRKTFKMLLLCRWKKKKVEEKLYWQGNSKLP
# M5 ag: CHRM5 agonism in calcium assay | P08912 | CHO-K1 hM5 cells, Fluo-8 calcium fluorescence; 0% DMSO wells, 100% maximal acetylcholine response | 0.19% of 360,000 active | activation, % at 3 µM | AID 624037;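 active = activation above the run's mean over test compounds plus 3 SD, cut at about 23% in these data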;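 also: signal is peak over basal fluorescence ratio across the kinetic read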
# M4 PAM: potentiates acetylcholine response at human M4 receptor | 0.4% of 360,000 active | P08173 | AID 624126 | activation, % at 3 µM | CHO-K1 hM4/Gqi5, Fluo-8 calcium fluorescence, ACh EC20; 0% = ACh EC20, 100% = maximal ACh;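 active = activation above its plate's cutoff, the mean activation of sample wells plus 3 SD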; also: some results filed as inactive read as strong as hits
# M1 antag: antagonists of human M1 muscarinic receptor; P11229; CHO-K1 hM1, Fluo-8 calcium fluorescence, ACh EC80 antagonist; inhibition, % at 3 µM; 1.3% of 360,000 active; AID 588852;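 active = percent inhibition above its own plate's cutoff, namely the mean of that plate's compound wells plus 3 SD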;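 also: peak over basal fluorescence ratio during 140 s after agonist addition; 0% = ACh EC80 plus DMSO and 100% = DMSO alone without agonist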
# Target sequence (P11229 whole entry, looked up): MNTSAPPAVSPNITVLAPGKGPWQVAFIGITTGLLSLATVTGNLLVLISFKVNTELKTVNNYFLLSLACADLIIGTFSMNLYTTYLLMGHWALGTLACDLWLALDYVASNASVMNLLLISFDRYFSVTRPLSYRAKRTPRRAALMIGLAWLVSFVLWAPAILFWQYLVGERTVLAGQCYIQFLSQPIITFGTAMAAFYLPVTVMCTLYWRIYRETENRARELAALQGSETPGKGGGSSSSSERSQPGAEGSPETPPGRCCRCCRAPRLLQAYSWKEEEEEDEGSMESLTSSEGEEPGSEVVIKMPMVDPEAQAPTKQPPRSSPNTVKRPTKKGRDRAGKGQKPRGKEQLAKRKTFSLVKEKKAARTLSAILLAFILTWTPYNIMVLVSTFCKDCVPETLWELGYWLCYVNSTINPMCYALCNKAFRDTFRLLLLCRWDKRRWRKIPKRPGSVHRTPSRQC
# CHRM5 PAM: potentiates acetylcholine response at human M5 receptor; P08912; CHO-K1 hM5, Fluo-8 calcium, ACh EC20 PAM; 0% = ACh EC20, 100% = ACh EC100; activation, % at 3 µM; 0.3% of 360,000 active; AID 624038;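 active = activation above the run cutoff, the mean activation of all test compounds plus 3 SD, cut at about 18% in these data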
#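 Test system: CHO-K1 hM5 cells / Doses: single-point, 3 µM nominal / Times: Post-acetylcholine fluorescence recording 140 s / Technique: Fluo-8 calcium fluorescence / Measure: Max/basal fluorescence ratio as % of EC20–EC100 ACh window / Benchmarks: low control EC20 acetylcholine (0%), high control EC100 acetylcholine (100%) / Replicates: one well per compound, no replicates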
# M4 ag: agonists of human muscarinic M4 receptor (CHRM4) | P08173 | activation, % at 3 µM | CHO-K1 hM4/Gqi5, Fluo-8 calcium fluorescence; vehicle 0%, full acetylcholine response 100% | 0.14% of 360,000 active;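 active = activation above the run mean over all test wells plus 3 SD, cut at about 32% in these data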;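 also: peak over basal fluorescence ratio per well then scaled between controls; 0% = DMSO wells and 100% = acetylcholine at EC100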
# CHRM4 antagonist: CHRM4 antagonism in calcium assay | P08173 | CHO-hM4 cells, ACh EC80, Fluo-8 calcium fluorescence | inhibition, % at 3 µM | 0.73% of 360,000 active | AID 624125;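 active = inhibition above its plate's cutoff, the mean inhibition of sample wells plus 3 SD, cut at about 27% in these data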;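 also: 0% = acetylcholine EC80 with DMSO and 100% = DMSO without agonist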
# CRFBP-R2 agonist: CRF-BP/CRF-R2 complex agonism; HEK293 CRF-R2/CRF-BP, calcium dye fluorescence (FLIPR); percent of saturating CRF peptide response; activation, % at 13.2 µM; 0.46% of 350,000 active; AID 588473;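 active = activation of at least 50%, plus an integration ratio under a set limit after plate pattern correction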;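 also: plate controls were neutral control wells without compound for no effect and CRF at EC100 for full effect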
# M1 PAM: positive allosteric modulators of human M1 muscarinic receptor | CHO-K1 hM1, Fluo-8 calcium fluorescence, ACh EC20; 0% = ACh EC20, 100% = maximal ACh | P11229 | 0.088% of 360,000 active | activation, % at 3 µM | AID 588819; in the data active = activation above about 19%, passing the limit was not always enough
# An asterisk follows results filed as active; / = no result given.
SMILES,M5 antag,M5 ag,M4 PAM,M1 antag,CHRM5 PAM,M4 ag,CHRM4 antagonist,CRFBP-R2 agonist,M1 PAM
COc1ccc(S(=O)(=O)NCc2ccncc2)cc1OC,4,3,-4,-4,-4,4,-1,-2.5,-4
N#CCN1CCN(CC(=O)c2ccc(Br)cc2)CC1,11,0,-7,5,-16,20,11,0.2,-2
C=CC[n+]1c(C)csc1Nc1ccc(C(=O)O)cc1,2,0,0,-1,-3,1,1,-0.6,10
CCOC(=O)/C(C#N)=C/c1c(N2CCCCCC2)nc2ccccn2c1=O,17,-3,-9,-6,-7,10,2,-0.6,9
NC(=O)c1cccc2cc3ccccc3cc12,16,-1,-1,11,-13,8,-4,-0.8,-4
CN(C)C(CNC(=O)c1cc(S(=O)(=O)N2CCOCC2)ccc1F)c1cccs1 (stereo not drawn),4,-6,1,16,-3,2,-4,-0.1,-13
Cc1ccc(NC(=S)NC2CC3CCC(C2)N3Cc2ccco2)cc1C (stereo not drawn),8,-5,-4,-16,-10,4,0,-0.7,4
Nn1c(SCC(=O)NC2CCS(=O)(=O)C2)nnc1-c1cccs1 (stereo not drawn),5,3,-7,3,-1,0,6,1.3,-1
O=C(c1cnn(C(=O)COc2ccc(Cl)cc2)c1)c1ccccc1O,8,1,-3,-5,-3,0,8,0.0,4
CCN(CC)C(=O)C1CCCN(Cc2sccc2C)C1 (stereo not drawn),8,-2,-7,8,0,0,6,-0.9,1
C=C[C@](C)(CC[C@@]1(C)C(C)CC(OC2OC(C)C(OC3OC(COC(C)=O)C(O)C(O)C3O)C(O)C2O)[C@@]2(C)C(C)=CCCC12)OC1OC(C)C(O[C@@H]2O[C@@H](C)C(O)C(O)[C@H]2O)C(O)C1O (stereo partly drawn),13,2,0,-3,-6,0,-15,9.4,10
Cc1ccc(C(=O)N[C@H](C(=O)NC2CCCCC2)C(C)C)cc1,-3,0,-2,13,5,-1,9,-1.4,-4
Cc1ccc2c(c1)C(C)CC(C)(C)N2C(=O)NC1CCCCC1 (stereo not drawn),4,-1,-3,-6,-6,1,12,-3.4,2
O=C(O)CCCNC(=O)Cc1ccccc1,-4,2,28,-9,11,0,-1,1.1,6
O=C1N(c2ccccc2)C2CS(=O)(=O)CC2N1c1ccc(Cl)c(Cl)c1 (stereo not drawn),2,2,1,-3,5,2,-3,0.3,2
CN(/N=C/c1cc(Br)cc(Br)c1O)c1cccc(C(F)(F)F)n1,6,-1,-9,0,-6,0,8,-0.9,-1
CN(Cc1nccs1)C(=O)c1ccc(OC2CCN(CCc3ccccc3)CC2)cc1,9,-6,-13,8,-13,5,21,-0.8,-8
CCc1nc2ccc(C(=O)NCCCN3CCCC3=O)cn2c1N(CC)C(C)=O,5,0,1,-11,-2,1,-2,/,6
COc1cc(C(=O)NCc2cccc(Cl)c2)ccc1OCC(=O)N1CCOCC1,1,4,9,-6,-1,1,-6,-0.6,4
COc1ccc(CCNC(=O)CSc2nc3[nH]ncc3c(=O)n2-c2ccc(Cl)cc2Cl)cc1OC,-1,0,-3,-1,2,0,1,-1.3,5

# 3 compounds out of the list, arranged by heavy-atom count, highest first.
SMILES,M5 antag,M5 ag,M4 PAM,M1 antag,CHRM5 PAM,M4 ag,CHRM4 antagonist,CRFBP-R2 agonist,M1 PAM
CN(Cc1nccs1)C(=O)c1ccc(OC2CCN(CCc3ccccc3)CC2)cc1,9,-6,-13,8,-13,5,21,-0.8,-8
O=C1N(c2ccccc2)C2CS(=O)(=O)CC2N1c1ccc(Cl)c(Cl)c1 (stereo not drawn),2,2,1,-3,5,2,-3,0.3,2
Cc1ccc(C(=O)N[C@H](C(=O)NC2CCCCC2)C(C)C)cc1,-3,0,-2,13,5,-1,9,-1.4,-4

# Record cards (already shown). Screens in order: M5 antag	M5 ag	M4 PAM	M1 antag	CHRM5 PAM	M4 ag	CHRM4 antagonist	CRFBP-R2 agonist	M1 PAM
# CCN(CC)C(=O)C1CCCN(Cc2sccc2C)C1 (stereo not drawn) is listed with 8	-2	-7	8	0	0	6	-0.9	1
# COc1ccc(CCNC(=O)CSc2nc3[nH]ncc3c(=O)n2-c2ccc(Cl)cc2Cl)cc1OC is listed with -1	0	-3	-1	2	0	1	-1.3	5

# Next part:
SMILES,M5 antag,M5 ag,M4 PAM,M1 antag,CHRM5 PAM,M4 ag,CHRM4 antagonist,CRFBP-R2 agonist,M1 PAM
O=C(O)C1(c2ccccc2)CCN(S(=O)(=O)c2cccc(Cl)c2)CC1,24,-6,-11,-12,-3,1,-2,0.8,12
CN(C)C(=O)CCc1ccc2c3c([nH]c2c1)[C@]1(CCC2CCCC2)[C@@H](C(=O)N2CCOCC2)C[C@H](CC(=O)NCCC2=CCCCC2)C(=O)N1CC3,-12,-2,-3,-14,5,1,-2,-1.3,4
CC(C)(C)N1[C@@H](CC(=O)O)c2cc(C(F)(F)F)ccc2S1(=O)=O,-4,3,9,-1,3,1,-11,-1.8,3
COc1ccc(-n2c(=O)cc(N3CCCCCC3)[nH]c2=O)cc1,-8,1,2,-3,-5,1,-11,1.0,12
CCCc1n[nH]c2c1/C(=N\O)CCC2,5,-4,2,-1,-5,1,-6,-0.6,4
NN1C(=O)/C(=C2/Sc3ccccc3N2CCCS(=O)(=O)O)SC1=S,16,3,2,-15,-5,0,-10,0.4,9
Cc1cc(NC(=O)c2ccccc2Cl)c(C(C)C)cc1O,-2,-4,25,-8,-3,4,0,-0.3,5
Cc1nc(SCC(=O)NNC(=O)c2cccs2)[nH]c(=O)c1C,-6,-4,13,-8,-3,1,-1,-1.6,9
C[C@@H](NC(=O)c1[nH]cnc1C(=O)Nc1cccc(Cl)c1)c1ccccc1,9,0,10,-6,-9,2,-1,0.1,9
CN(CC(=O)Nc1ccccc1C(F)(F)F)C(=O)CSc1nc(N)cc(N)n1,3,0,6,-2,-2,-1,-2,0.6,1
Cc1cc(C)nc(N2C(=O)CC(Cc3ccccc3)C2=O)n1 (stereo not drawn),-5,1,10,-4,0,1,-8,0.5,6
O=S1(=O)CCOC[C@H](Cc2ccccc2)N1Cc1cccc(Cl)c1,-2,-2,0,16,1,0,5,0.9,-12
COc1ccc(Cc2nnc(SCC(=O)NC3CCCC3)o2)cc1,-6,1,2,-11,11,1,-1,-0.9,-1
CC1(C)CC(=O)C=C(c2ccc(-c3cccc(C(N)=O)c3)cc2)C1=O,-2,2,0,-7,0,9,-8,-2.6,-1
O=C(O)CSc1cc(NS(=O)(=O)c2ccc(Cl)cc2)c2ccccc2c1O,9,2,4,-3,-1,1,4,-0.4,8
Cc1cccc(-c2cc3c(nn2)-c2ccccc2C3=O)c1,8,-2,2,-8,-4,2,-4,2.0,1
COC(=O)C1CCN(C(=O)COc2ccc(Cl)cc2)CC1,-2,-2,2,-19,-1,1,-2,2.1,13
O=C(c1cc(-c2ccco2)nc2ccccc12)N(Cc1nnc(-c2ccc(Cl)cc2)o1)C1CC1,17,-1,-4,8,-12,9,3,-0.3,-5
Cc1ccc(S(=O)(=O)Oc2ccccc2N2C(=O)C3CC=CCC3C2=O)cc1 (stereo not drawn),-4,-3,-3,-4,-2,2,6,-0.3,9
CCCN(CC(=O)Nc1ccccc1OC)C(=O)c1ccncc1,5,-3,-8,-5,-3,0,-6,-1.0,3
COC(=O)C1C2C=CC3(CN(CCc4ccccc4)C(=O)C13)O2 (stereo not drawn),-1,1,4,-27,3,0,-2,0.6,8
CCC1(c2ccccc2)NC(=O)N(CC(=O)Nc2ccc3c(c2)OCO3)C1=O (stereo not drawn),-9,9,1,0,1,5,-6,-0.9,1
Fc1cnc(N2CCN(c3ccccc3)CC2)nc1N1CCN(c2ccccc2)CC1,5,0,9,-10,-2,0,6,0.8,3
CC1Cc2cc(C(=O)O)ccc2O1 (stereo not drawn),2,1,5,-9,-2,0,-5,-1.2,4
NC(=S)N/N=C/c1ccc(-c2ccc(SC(F)F)cc2)o1,8,-2,-3,23,0,2,5,0.5,-7
O=C(NC(=S)Nc1cccc(O)c1)c1ccco1,5,-2,-1,6,-3,0,3,1.4,-3
COc1ccc(C(=O)C(C)OC(=O)CCN2C(=O)C3CC=CCC3C2=O)cc1 (stereo not drawn),5,1,2,14,2,3,-7,1.5,-6
COc1ccccc1NC(=O)N1CCCC1C(=O)NC1CCCCC1 (stereo not drawn),-8,0,9,-4,7,1,1,-1.1,7
O=C(Cc1c(Cl)cccc1Cl)OCC(=O)c1ccc[nH]1,-1,-2,-5,22,-5,4,-1,0.3,-11
Cc1c(NC(=O)CSc2ncnc3ccccc23)c(=O)n(-c2ccccc2)n1C,1,-2,5,-18,9,2,-3,-0.7,10
COC(=O)CCn1nnc(-c2ccc(C)cc2)n1,-8,-1,9,-8,3,0,16,-0.3,10
COc1ccc(-c2cn(-c3ccccc3)nc2C(=O)O)cc1OC,4,-1,-2,-6,2,0,0,-0.5,3
CCOc1ccc(CCNC(=O)c2ccc(CS(=O)Cc3cccc(Cl)c3)o2)cc1 (stereo not drawn),0,-1,-14,2,-3,11,11,-1.5,-2
NS(=O)(=O)c1ccc(NC(=O)CSc2ncccn2)cc1,9,1,1,-6,-1,1,4,-1.4,3
c1ccc(OCc2nc(-c3cccs3)no2)cc1,-4,2,3,-7,-1,2,-9,-2.4,0
CCCCCCCCNC(=O)c1cnccn1,-1,2,-7,-7,-3,-1,6,0.5,8
CCOC(=O)C1CCCN(C(=O)c2ccc(S(=O)(=O)NCc3ccco3)cc2)C1 (stereo not drawn),0,3,4,-2,2,3,3,0.6,9
COc1ccc(CNC(=O)c2ccccc2SCC(=O)NCc2ccco2)cc1,12,1,-8,-1,-21,12,-2,-2.0,-2
COc1ccc(C(=O)COC(=O)c2cc(S(=O)(=O)N3CCCCC3)ccc2N2CCOCC2)c(OC)c1,8,-3,-4,10,-9,1,0,0.6,-1
O=C(c1ccc(OC2CCN(CCc3ccccc3)CC2)cc1)N1CCCC(O)C1 (stereo not drawn),2,-10,-9,-9,-9,0,5,-2.6,0
Cc1cccc([C@@H]2[C@@H]3C(=O)N(Cc4ccccc4)C(=O)[C@@H]3[C@]3(CC(C)C)C(=O)N(c4cccc(Br)c4)C(=O)N23)c1,-6,4,0,0,13,2,-9,5.3,0
COc1cc(C2Nc3cc(Cl)c(S(N)(=O)=O)cc3S(=O)(=O)N2)ccc1OCc1ccccc1 (stereo not drawn),-2,-7,2,10,2,2,3,0.9,-4
COc1ccc(C(C2C(=O)CC(C)(C)CC2=O)C2C(=O)CC(C)(C)CC2=O)cc1COCC(F)(F)F,-6,-3,16,-17,-1,0,-1,0.3,14
Cc1ccc(NC(=O)CN(C)C(=O)CSc2nnc(NC(C)C)s2)cc1,-2,2,9,-19,2,3,-22,-0.9,14
CC1(C)CC2(CCCN(C(=S)Nc3ccccc3)C2)CCO1 (stereo not drawn),-2,2,19,-7,3,0,-15,0.6,8
O=C(NCc1ccccc1)c1ccc2ccccc2n1,20,-2,1,-3,-7,0,7,-0.6,3
CCOC(=O)N1CCN(C(=O)CCCn2c(=S)[nH]c3ccsc3c2=O)CC1,2,7,9,-7,7,0,0,0.2,13
CN1CCN(CCCCOc2cccc3ccccc23)CC1,2,-9,-5,-20,-2,2,-2,0.9,15
CCOc1cc(C2C3=C(CC(C)(C)CC3=O)Nc3n[nH]c(C)c32)ccc1O (stereo not drawn),-12,0,0,-5,6,2,5,-1.3,10
COc1ccc(NC(=O)C2CCN(S(=O)(=O)c3ccccc3)CC2)cc1,15,0,-9,4,-12,13,-8,-1.1,-2

# Rows are unselected. About 2.8% of those tested had a hit in this group.
